Mito fusion act – mitochondrial division inhibition or fusion activation. S. cerevisiae fusion-defective mutant growth rescue, CellTiterGlo 48 h. Potency, µM (doses to about 46.1 µM), inactives show at the top dose growth rescue (activation), hits mostly activators. 0.23% of 320,000 active. AID 485298;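 note: potency is the fitted concentration of half-maximal effect; % of control where 0% means no effect; nearly all actives have a fitted effect of over 45% in size; temperature-sensitive fusion mutants such as fzo1-1 at 37 °C on non-fermentable ethanol glycerol medium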
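Temperature-sensitive fusion-defective S. cerevisiae (e.g. fzo1-1, mgm1-5) were grown with compound in YPEG medium (3% ethanol, 3% glycerol) for 48 hours at 37C. Growth rescue was measured as viability by CellTiterGlo luminescence after 10 minutes at ambient.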
Eya2 phos inh – inhibitors of human Eya2 phosphatase activity. O00167. recombinant Eya2, OMFP fluorescence dephosphorylation (OMFP is methylfluorescein phosphate). Potency, µM (highest dose often 76.9 µM), inactives show top-dose activity, negative = inhibition, most hits filed as inhibitors. 0.006% of 330,000 active. AID 488837; note: potency is the fitted concentration of half-maximal effect; % is set by controls: 0 for no effect and ±100 for the full control effect
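Eya2 protein (added as 0.2 uM solution) was preincubated with compound for 10 min at ambient temperature in 50 mM HEPES pH 7.5, 50 mM NaCl, 5 uM MgCl2, 0.05% BSA, 1 mM DTT. OMFP (added at 50 uM) then reacted 10 min; fluorescence read at 485/525 nm.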
uPA generation – cell surface uPA generation inhibition; cell surface uPA generation assay, qHTS; Potency, µM (series often up to 38.3 µM), without a hit: at the highest dose activity change, negative = inhibition, most hits filed as inhibitors; 0.31% of 330,000 active; active = well fitted inhibition curve with a large enough effect; inconclusive = small, poorly fitted or top-dose-only effect; inactive = no such curve, though single readings can be large or run the other way; tested in mouse RAW 264.7 cells; note: potency is the fitted concentration of half-maximal effect; % is set by controls: 0 for no effect and ±100 for the full control effect; nearly all actives have a fitted effect of over 55% in size
USP2a block – USP2a (human) protease inhibition. O75604. USP2 core, Ub-CHOP2 coupled fluorogenic reporter, 485/531. Potency, µM (highest dose often 38.3 µM), inactives show at the highest dose activity change, negative = inhibition, hits mostly inhibitors. 0.01% of 330,000 active;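 note: potency is the fitted concentration of half-maximal effect; plate controls were DMSO wells for no effect and full inhibition by NEM control for full effect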
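USP2 core (10nM final) preincubated 30min RT with compound in 20mM Tris-HCl pH 8.0, 2mM CaCl2, 2mM beta-mercaptoethanol, 0.05% CHAPS; 25nM Ub-CHOP2 plus 25nM reporter substrate added, fluorescence (Ex485/Em531) read after 60min.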
TSHR antag – antagonists of human thyroid stimulating hormone receptor; P16473; TSHR-expressing cells, TSH-stimulated cAMP HTRF, 2 h; hits give low values; activity change, negative = inhibition, % at 11.5 µM; 0.2% of 330,000 active;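 active = activity change below a set negative limit, meaning inhibition stronger than a set level, cut at about -70% in these data; inconclusive = activity change between two set negative limits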; note: % is set by controls: 0 for no effect and ±100 for the full control effect
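TSHR-expressing cells were treated with compounds, then stimulated with TSH at EC80 (4nM final) for 2 hours at 37 deg C. Cellular cAMP was measured by HTRF competition between lysate cAMP and cAMP-d2 for a cryptate-labelled anti-cAMP antibody.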
B2AR arrestin – agonists driving beta-arrestin recruitment to human beta2-adrenergic receptor | P07550 | beta-arrestin recruitment to beta2AR, cell-based reporter | Potency, µM (top dose mostly 46.1 µM), inactives show at the highest dose activation, actives largely listed as activators | 0.02% of 330,000 active;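 note: potency is the fitted concentration of half-maximal effect; 0% = DMSO controls and full agonism = EC100 isoproterenol or metaproterenol; nearly all actives have a fitted effect of over 65% in size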
Target sequence (P07550 whole entry, looked up): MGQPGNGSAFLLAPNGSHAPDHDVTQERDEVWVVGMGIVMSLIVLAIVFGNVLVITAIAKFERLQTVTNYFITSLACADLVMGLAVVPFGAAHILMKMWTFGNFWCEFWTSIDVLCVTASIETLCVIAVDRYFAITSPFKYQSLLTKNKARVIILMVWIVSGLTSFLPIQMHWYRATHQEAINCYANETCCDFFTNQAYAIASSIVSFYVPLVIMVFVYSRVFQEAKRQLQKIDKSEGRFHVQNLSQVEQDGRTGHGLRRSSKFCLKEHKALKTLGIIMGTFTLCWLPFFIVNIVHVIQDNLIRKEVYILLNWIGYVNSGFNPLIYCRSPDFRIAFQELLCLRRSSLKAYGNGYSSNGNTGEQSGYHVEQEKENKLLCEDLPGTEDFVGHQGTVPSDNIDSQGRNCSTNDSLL
TCR act – activates T cell receptor signaling. primary human leukocytes, anti-CD3, IL-2 HTRF, 48 h. Potency, µM (highest dose often 9.22 µM), without a hit: at the top dose activation of IL-2 secretion, actives largely listed as activators. 330,000 tested, under 10 active; note: % of control where 0% means no effect
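Compounds are tested in HTS on primary human leukocytes co-incubated with a-CD3 beads for 48 hr. IL-2 output is measured by time-resolved FRET.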
ELG1 repair inh – blocks ELG1-dependent DNA repair in HEK293T cells; HEK293T ELG1-luciferase reporter, luminescence, 16 h; DNA damage induced by 5-fluorouridine; 2.3% of 330,000 active; Potency, µM (top dose mostly 46.1 µM), for inactives: at the highest dose activity change, negative = inhibition, hits mostly inhibitors; note: potency is the fitted concentration of half-maximal effect; % is set by controls: 0 for no effect and ±100 for the full control effect; nearly all actives have a fitted effect of over 55% in size
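Quantitative HTS, concentration-response format. 2,000 cells/well co-treated with 5-fluorouridine and compound, 16 hr in 5% CO2 at 37 °C; ONE-Glo luminescence read after 30 min.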
Tb PFK inh – T. brucei PFK enzyme inhibition. T. brucei PFK, ADP-Glo luminescence. O15648. 0.17% of 330,000 active. Potency, µM (series often up to 57.5 µM), inactives show at the top dose activity, negative = inhibition, actives largely listed as inhibitors. AID 485367;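 note: potency is the fitted concentration of half-maximal effect; 0% = uninhibited 1x PFK enzyme wells and -100% = no-enzyme wells; nearly all actives have a fitted effect of over 60% in size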
Target sequence (O15648 whole entry, looked up): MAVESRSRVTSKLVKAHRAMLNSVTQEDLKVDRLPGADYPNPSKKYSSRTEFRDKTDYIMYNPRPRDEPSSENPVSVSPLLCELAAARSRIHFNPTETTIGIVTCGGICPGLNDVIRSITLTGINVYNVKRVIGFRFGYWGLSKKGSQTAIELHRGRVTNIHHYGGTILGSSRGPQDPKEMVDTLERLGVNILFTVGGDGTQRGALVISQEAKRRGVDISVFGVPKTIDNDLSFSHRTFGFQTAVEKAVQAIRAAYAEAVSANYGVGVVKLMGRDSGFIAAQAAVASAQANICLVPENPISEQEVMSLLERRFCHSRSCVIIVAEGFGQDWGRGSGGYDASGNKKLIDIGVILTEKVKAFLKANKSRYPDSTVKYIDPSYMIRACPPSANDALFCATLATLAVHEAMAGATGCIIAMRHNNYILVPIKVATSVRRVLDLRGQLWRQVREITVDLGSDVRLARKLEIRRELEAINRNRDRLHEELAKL
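ADP-Glo luminescence quantified ADP after 45 min at room temperature, with 1.25 nM T. brucei PFK, 0.1 mM ATP and 0.5 mM fructose-6-phosphate in pH 8.0 TEA buffer. qHTS titrations up to 57 µM; curves classified by quality.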
Chronic BCR inh – chronic active BCR signaling inhibition; Potency, µM (highest dose often 46.1 µM), for the others: top-dose ratio change, negative = lower green/red ratio, most hits filed as inhibitors; 0.05% of 340,000 active; ABC-DLBCL IkBa-CBG/CBR reporter, luminescence ratio, 4 h; active = well fitted inhibition curve with a large enough effect in the signal ratio, with a control signal flat, not every such curve was filed as active; inconclusive = small, poorly fitted or top-dose-only effect, or effect the other way, or a change in a side signal; the % refers to the signal ratio;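 note: potency is the fitted concentration of half-maximal effect; plate controls were basal doxycycline-induced cells for no effect and cells given 10 µM MG132 for full effect; MG132 reads +100%, hits lower the ratio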
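TMD8 human ABC-DLBCL cells with doxycycline-inducible IκBα–green luciferase fusion and unfused red luciferase, in 0.5% FBS medium; compounds up to 46 uM, 4 h at 37C. Green/red luminescence ratio, filter-overlap corrected, fitted to concentration-response curves.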
TSG101-PTAP inh – blocks PTAP/TSG101 interaction to inhibit HIV-1 budding; Potency, µM (doses to about 115 µM), for inactives: top-dose activity change, negative = inhibition, actives largely listed as inhibitors; Q99816; Fluorescence polarization, FITC-PTAP peptide / Tsg101 binding; 340,000 tested, under 10 active; active = well fitted inhibition curve with a large enough effect in the main read-out, with a control signal flat, not every such curve was filed as active; inconclusive = small, poorly fitted or top-dose-only effect, or effect the other way, or a change in a side signal; inactive = no such curve, though single readings can be large or run the other way; note: potency is the fitted concentration of half-maximal effect; % of control where 0% means no effect
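Fluorescence anisotropy tracks displacement of a FITC-tagged PTAP peptide (50 nM) from the Tsg101 binding domain (10 uM), following a 20 min room-temperature incubation at pH 7.5.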
Starred values were filed as active, the others as inactive; ? = inconclusive; nt = no result given; & = joins results of further samples; [ ] = another dose, or the depositor's remark. Unless noted, calls come from the whole dose curve; as a rule, active = well fitted curve in the direction sought with a large enough effect; inconclusive = small, poorly fitted or top-dose-only effect, or another doubt; inactive = no such curve, though single readings can be large; an effect the other way counts as inactive or inconclusive.

SMILES	Mito fusion act	Eya2 phos inh	uPA generation	USP2a block	TSHR antag	B2AR arrestin	TCR act	ELG1 repair inh	Tb PFK inh	Chronic BCR inh	TSG101-PTAP inh
c1ccc(Cn2cc(CN3CCCCO3)c(-c3ccc4c(c3)OCO4)n2)cc1	14%	-6%	-19%	-3%	22	-0.3%	6%	-15%	-1%	15%	-4%
CCN(CC)CCCN=C1N[C@@H](c2ccccc2)C(C(=O)OC)=C(C)N1CC	-8%&-3%	3%&2%	-15%	2%&0%	-8&10	-0.1%&0.4%	-4%	-8%	0%&0%	?	-2%
N#Cc1c(Nc2cccc(F)c2)sc2c(O)cc(=O)[nH]c12	-1%	12%	-1%	5%	2	-0.3%	3%	0%	0%	12%	11%
NS(=O)(=O)c1cc(C(=O)OCC(=O)c2ccc3c(c2)OCCO3)ccc1Cl	-1%	-1%	?	-1%	-3	0.0%	-5%	15%	2%	-6%	1%
C[C@H](NC(=O)c1nc[nH]c1C(=O)NCC(=O)OCc1ccccc1)C(=O)OC(C)(C)C	-3%	4%	12%	0%	10	1.7%	-5%	-7%	-6%	1%	-5%
CCN1CCN(CC(=O)Nc2ccc(N(C)C)cc2)CC1	-2%	-3%	4%	2%	4	-0.1%	nt	-2%	-1%	0%	2%
COc1ccccc1NC(=O)c1c(Nc2ccccc2F)sc(C(=O)Nc2cccc(Cl)c2)c1N	-2%	-7%	3%	-13%	-5	15%	6%[46.1 µM]	?	1%	?	3%
COc1ccccc1NS(=O)(=O)c1ccc(C(=O)Nc2ncccc2O)cc1	1%	-15%	?	0%	2	-1.0%	4%	?	2%	?	-5%
COc1ccc(-c2cc(C(=O)NNC(=O)c3csc(N4CCOCC4)n3)c3ccccc3n2)cc1OC	-7%	18%	1%	-2%	-1	-0.1%	-8%	?	-7%	-15%	-6%
CCNc1nc(NC(C)(C)C)nc(Oc2ccc(=O)n(-c3ccccc3)n2)n1	-3%	0%	-19%	1%	25	-0.1%	5%	?	-4%	-2%	0%
COc1ccc(NC(=O)C2CCCN(S(=O)(=O)c3cccnc3)C2)cc1 (stereo unspecified)	-3%	-18%	0%	-1%	-11	0.0%	-19%	-14%	2%	-11%	-2%
COc1ccc(-c2nnc(NC(=O)c3ccco3)s2)cc1	9%	6%	-5%	2%	-1	0.4%	2%	?	2%	0%	-4%
Cc1oc(-c2ccc(Cl)cc2)nc1CN1CCCC(C(=O)NC2CC2)C1 (stereo unspecified)	10%	2%	-7%	1%	-16	0.0%	1%	-7%	2%	9%	0%
O=C(O)Cn1c(=O)cnc2ccccc21	-1%	-1%	3%	3%	2	-0.5%	5%	9%	4%	?	-2%
Cc1cccc(C(=O)Nc2c(C#N)c(C)c(C)n2Cc2ccccc2)c1	-6%	11%	5%	-1%	3	-0.3%	6%	-9%	-4%	8%	-9%
CC(=O)Nc1ccc(S(=O)(=O)N2CCN(C(=O)N3CCCC3)CC2)cc1	1%	?	3%	3%	11	-0.3%	-3%	-1%	0%	-1%	-3%
CC(NC(=O)c1ccc(C23CC4CC(CC(C4)C2)C3)cc1)C(=O)O (stereo unspecified)	7%	3%	-1%	3%	-11	0.1%	-6%	?	-3%	-13%	-1%
Nc1ccccc1SC1CC(=O)N(c2ccc3c(c2)OCO3)C1=O (stereo unspecified)	4%	-4%	2%	1%	15	-0.4%	-1%	0%	5%	0%	-1%
Cc1c(C(=O)OCC(=O)N(C)Cc2ccccc2)oc2ccccc12	19%	11%	7%	1%	-17	-0.4%	-2%	13%	-7%	-4%	-2%
CN(C)Cc1c(C(=O)N/N=C/c2cccc3ccccc23)nnn1-c1nonc1N	8%	-3%	-4%	0%	0	0.1%	3%	18%	1%	-3%	-1%
CCC(C)(C)N=C(NC#N)Nc1cccnc1	0%	2%	nt	2%	17	0.0%	nt	nt	-5%	2%	nt
Cc1cc(Cl)c(S(=O)(=O)Nc2ccc3c(c2)OCO3)cc1OCC(N)=O	5%	-11%	-4%	-1%	8	-3.7%	5%	-21%	0%	-1%	0%
Cc1ccc2oc(C(=O)NCC3CCOCC3)c(C)c2c1	0%	-3%	6%	2%	-16	-0.8%	2%	1%	-5%	-8%	-8%
O=C(NCc1cccnc1)c1ccc([N+](=O)[O-])o1	-2%	-2%	?	1%	13	-0.2%	2%	0%	1%	-7%	-1%
Cc1cc(C)c(C)c(OCCN2CCOCC2)c1	-2%	-14%	-14%	-7%	4	-0.7%	5%	2%	2%	?	-1%
Further structures follow:
SMILES	Mito fusion act	Eya2 phos inh	uPA generation	USP2a block	TSHR antag	B2AR arrestin	TCR act	ELG1 repair inh	Tb PFK inh	Chronic BCR inh	TSG101-PTAP inh
Cc1ccc2[nH]c3c(=O)n(CC(=O)N4CC(C)CC(C)C4)ncc3c2c1 (stereo unspecified)	-6%	5%	-1%	1%	4	0.2%	-39%	1%	-1%	7%	-6%
Cn1cc(C(=O)N2CCCC(Nc3ccc(F)cc3)C2)c2ccccc21 (stereo unspecified)	11%	4%	17%	-3%	41	-0.2%	0%	?	-2%	?	-4%
CCNc1nc(NCC)n2c(SCC(=O)Nc3ccc(CC)cc3)nnc2n1	-5%	6%	-7%	3%	1	0.3%	nt	-4%	21µM*	?	6%
CNC(=S)N/N=C/c1ccc(-c2cc([N+](=O)[O-])ccc2Cl)o1	-5%	11%	-2%	7%	12	-0.3%	-8%	?	-23%	5%	0%
O=S(=O)(NCCC1=CCCCC1)c1cccc2nsnc12	-16%	-7%	nt	15%	-4	-0.6%	-5%	?	-1%	28%	-8%
COCCNC(=O)CSc1nnc(-c2ccc(C)cc2)c(-c2ccc(C)cc2)n1	0%	1%	-2%	1%	0	-0.2%	-26%	?	21%	-3%	1%
O=C(c1cccc(S(=O)(=O)Nc2ccc(F)cc2)c1)N1CCOCC1	-2%	0%	4%	0%	13	0.3%	-4%	24%	-1%	6%	-2%
O=S(=O)(c1ccccc1C(F)(F)F)N1C=CC(C(F)(F)F)=NCC1	1%	17%	8%	1%	6	-0.1%	-6%	10%	2%	-23%	-2%
Cc1ccc(OCC(O)CN2C(=O)NC(C)(C)C2=O)c(C)c1 (stereo unspecified)	4%	-1%	-5%	3%	2	0.3%	3%	?	2%	?	-9%
CCOc1ccc(NC(=O)c2ccccc2OCC(=O)c2ccccc2)cc1	1%	2%	-11%	-6%	-15	-0.7%	-3%	-17%	0%	?	-5%
O=S(=O)(Nc1ccc(-c2nc3cccnc3s2)cc1)c1cccs1	7%	3%	-7%	2%	-8	0.1%	0%	?	0%	9%	21%
CCOc1ccc2nc(NC(=S)NCc3ccccc3)sc2c1	-6%	6%	nt	0%	3	0.1%	7%	?	-3%	12%	-5%
Cc1c(Cl)cnc(NC(=O)COC(=O)Cc2coc3ccc4ccccc4c23)c1Cl	5%	6%	9%	-5%	-1	-0.3%	-8%[46.1 µM]	6%	3%	-22%	4%
CCCS(=O)(=O)N1CCN(C(=O)c2cc(OC)cc(OC)c2)CC1	-3%	-2%	7%	1%	2	-0.8%	-2%	17%	-8%	2%	-7%
CN(CC(=O)NCc1cccs1)S(=O)(=O)c1cccc2cccnc12	0%	-10%	1%	0%	2	-0.4%	-4%	-12%	-6%	-13%	-5%
Cc1ccccc1SCC(=O)OCC(=O)NCc1ccccc1	nt	4%	3%	1%	5	-0.1%	4%[46.1 µM]	20%	-1%	4%	-3%
O=C(NCCc1ccccc1)C1CCN(S(=O)(=O)N2CCOCC2)CC1	0%	0%	20%	4%	10	0.3%	7%	?	1%	0%	-3%
Cc1ccccc1CC1(CO)CCCN(C(=O)c2cc(Cl)ccc2F)C1 (stereo unspecified)	?	-7%	0%	-5%	-20	0.1%	-2%	-1%	0%	?	-4%
COc1ccc(N2CC(C(=O)NCc3nnnn3-c3ccc(C)c(C)c3)CC2=O)cc1 (stereo unspecified)	2%	1%	-1%	0%	-2	-0.2%	3%	11%	2%	0%	-2%
CC(=O)c1ccc(-n2cc(-c3ccc(C(C)(C)C)cc3)[n+]3c2SCCC3)cc1	-2%	-11%	-8%	1%	2	0.5%	11%	7.3µM*	-2%	0%	0%
CCc1ccccc1NC(=O)CN(C)C(=O)CN1C(=O)NC2(CCCCCC2)C1=O	-2%	10%	-11%	0%	3	-1.9%	0%	2%	0%	0%	-8%
Cc1nc(C)c(C(=O)O)c(-c2ccsc2)c1C(=O)O	-1%	-5%	1%	5%	-5	-1.0%	-2%	8%	-3%	7%	-2%

Assay outcomes from PubChem.
